Source: PubChem BioAssay
ERK EGF inh – qHTS Assay for Inhibitors of the ERK Signaling Pathway using a Homogeneous Screening Assay; Stimulation with EGF; HEK293-V1b, EGF-stimulated phospho-ERK AlphaScreen; Potency, µM (doses to about 11.5 µM), for the others: at the top dose activity change, negative = inhibition, most hits filed as inhibitors; 130,000 compounds, 0.41% hits; AID 1454, 2008; active = well fitted inhibition curve with a large enough effect; inconclusive = small, poorly fitted or top-dose-only effect, or effect the other way;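 note: plate controls were stimulated vehicle wells for no effect and unstimulated vehicle basal for full effect; nearly all actives have a fitted effect of over 55% in size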
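Compounds are titrated over HEK293-V1b cells kept overnight in 1% FBS. After 30 min at 37C, EGF (25 nM final) triggers ERK phosphorylation for 5 min, measured by AlphaScreen in lysates.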
* hit, by the source's call; ? = inconclusive; [ ] = remark or other dose. Potency is the fitted concentration of half-maximal effect. An excerpt. The share of hits here may be higher or lower than overall.

ERK EGF inh	SMILES
0.6%	Cc1cccc(C)c1NC(=S)N(Cc1ccccc1)Cc1cccs1
-2.7%	O=C(CSc1cccc[n+]1[O-])Nc1ccccc1Oc1ccccc1
1.0%	CCOC(=O)n1n[n+]([O-])c2ccccc21
1.4%[57.5 µM]	NC(=O)c1cc(-c2ccccc2)nc2ccc(Br)cc12
-2.0%	O=C(COC(=O)Cn1cnc2ccccc2c1=O)NCc1ccccc1Cl
3.8%	O=C(CSc1nc(-c2ccccc2Cl)ns1)Nc1ccc2c(c1)OCO2
1.7%	O=C(N/N=C/c1ccccc1C(=O)O)C(=O)N1CCCCC1
6.1%	Cc1ccc(SCc2nn(C)c(Cl)c2C=O)cc1
-16.7%	NC(=O)c1ccsc1NC(=O)COC(=O)CSc1ccc(Cl)cc1
-1.3%	CC(OC(=O)CCc1c[nH]c2ccccc12)C(=O)c1ccccc1 (centres undefined)
4.9%	O=C(CN1CCN(S(=O)(=O)c2ccc(Br)cc2)CC1)N/N=C/c1ccc(Br)s1
1.0%	CCCC/C=C/C(NC(=O)Oc1cccc(C(F)(F)F)c1)c1ccccc1 (centres undefined)
-1.2%	CCSCc1nnc(SCC(=O)Nc2cccc(C(C)=O)c2)n1C
6.5%	O=C(NCc1ccc2c(c1)OCO2)C1CCCN(S(=O)(=O)c2cccnc2)C1 (centres undefined)
8.2%	Fc1ccc(NC(=S)N2CCCCC2)cc1
1.8%	Cc1ccc(NC(=O)COC(=O)Cc2ccsc2)c(C)c1
-0.2%	O=C(CSc1ccc(Br)cc1)N1CCN(C(=O)c2ccco2)CC1
-11.1%	O=C(NC(=S)Nc1ccccc1F)c1ccc(Br)o1
7.9%[57.5 µM]	Cc1cc(C)n(S(=O)(=O)c2ccccc2)n1
1.2%	Cc1c(C(=O)OCC(=O)NCc2ccc3c(c2)OCO3)cccc1[N+](=O)[O-]

(list continues)
ERK EGF inh	SMILES
4.4%	O=C1c2cccc3cccc(c23)C(=O)N1CC1CCN(CC(O)COCc2ccc3c(c2)OCO3)CC1 (centres undefined)
-8.0%	Cc1nc(-c2cccs2)ccc1C(=O)O
6.9%	CC(C)[C@H](NC(=O)c1ccccc1)C(=O)N1CCc2ccccc21
4.1%[57.5 µM]	Cc1cc2c(C)cc(=O)[nH]c2cc1NC(=O)CCl
4.9%	O=C(Nc1cccc(O)c1)c1ccc([N+](=O)[O-])cc1Cl
0.5%	COc1ccc(-n2c(SCC3OCCO3)nc3c(sc(=S)n3-c3ccccc3)c2=O)cc1OC
-3.6%	CCOC(=O)Cc1nn(Cc2ccccc2)c(=O)c2ccccc12
-7.6%	O=c1oc2ccccc2c(NCCO)c1[N+](=O)[O-]
2.3%	Cc1ccccc1-c1nc(CSc2nc3c(c(=O)[nH]2)CCC3)c(C)o1
-9.1%	Nc1nc2n(n1)C(=O)CC(c1ccccc1)N2 (centres undefined)
10.0%[57.5 µM]	CC(O)C(NC=C1C(=O)OC(C)(C)OC1=O)C(=O)O (centres undefined)
-3.2%	c1ccc(C(c2ccccc2)N2CC[C@@]3(CCCNC3)C2)cc1
1.5%	O=C(COc1ccccc1)NCC(=O)N/N=C/c1ccccc1
2.0%	Cn1c(N)c(C(=O)COC(=O)CSc2ccc3ccccc3c2)c(=O)n(C)c1=O
-4.5%	COCCN(C(=S)Nc1ccc(C)cc1)C(C)c1cccnc1 (centres undefined)
9.0%	Cc1ccc(NC(=S)c2ccccc2)cc1
1.8%	Cc1c(Br)c([N+](=O)[O-])nn1CC(=O)Nc1ccccn1
-0.3%	O=C(NCc1ccc(F)cc1)C1Cc2ccccc2CN1C(=O)c1ccco1 (centres undefined)
0.7%	CCOC(=O)N1CCN(C(=O)CSc2ccc(-c3cccnc3)nn2)CC1
-6.2%	O=C(O)c1csc(-c2cccs2)n1

The list continues:
ERK EGF inh	SMILES
9.4%	CCCCC(c1nnnn1CCOC)N1CCN(Cc2ccccc2)CC1 (centres undefined)
-9.0%[57.5 µM]	COc1cccc(C2CC(c3ccccc3)Nc3nc(N)nn32)c1 (centres undefined)
11.8%	O=c1cc(-c2ccccc2F)oc2ccccc12
-2.8%	Cc1ccc(C)c(NC(=O)c2cc(=O)c3ccccc3o2)c1
1.5%	O=C1N(Cc2cccnc2)C[C@@H]2C[C@@H](c3ccccc3C#Cc3ccccc3)N3CCC[C@@]123
-0.1%	O=[N+]([O-])c1ccccc1S(=O)(=O)NCc1ccc(F)cc1
33.2%	O=C(O)c1ccc(Cl)c(S(=O)(=O)Nc2ccccc2N2CCOCC2)c1
-5.0%	O=C(COc1ccccc1F)N1c2ccccc2CCc2ccccc21
3.5%	CC(C)(C)n1nnnc1C(c1ccc(Cl)cc1)N1CCSCC1 (centres undefined)
13.2%	COc1ccccc1N1C(=N)S/C(=C\c2ccc(-c3ccccc3C(=O)O)o2)C1=O
7.1%	Cc1ccc(C#CC[N+](C)(C)CC#Cc2ccccc2)cc1
5.2%[57.5 µM]	CCOC(=O)CNc1ccc(OC(F)(F)F)cc1
-6.8%	Cc1ccc2[nH]c(=O)c(CN(CCCN3CCOCC3)C(=O)Nc3ccc(Cl)cc3)cc2c1
-2.1%	Cc1ccc(S(=O)(=O)Nc2ccccc2CNc2ncc(Br)cc2Br)cc1
-6.5%	O=C(ONC1=NCCCCC1)c1cccc([N+](=O)[O-])c1
-7.8%	CC(C)CCN1CCN(Cc2cccn2-c2nccs2)CC1CCO (centres undefined)
0.4%	CSc1ccc(C2CC(=O)Nc3nc(SC)[nH]c(=O)c32)cc1 (centres undefined)
2.7%	Cc1ccc(S(=O)(=O)NCC2NCCc3ccccc32)cc1 (centres undefined)
5.3%	Cc1ccc(C(=O)c2cc(C)sc2N)cc1
-3.7%[57.5 µM]	COc1cc(C2OC(c3cc(OC)c(OC)c(OC)c3)C(C)C2C)cc(OC)c1OC (centres undefined)

Further results follow.
ERK EGF inh	SMILES
4.9%	Cc1ccc(NC(=O)C(=O)NCc2ccc(/C=N/NC(=O)c3c(C)nc4cc(C)ccn34)o2)cc1
-5.2%	C=CCn1c(O)c(N=NC(=O)CNC(=O)c2ccco2)c2ccccc21
8.1%[57.5 µM]	CC(=O)Oc1ccc(N2C(=O)[C@@H]3[C@H](C2=O)[C@H]2c4ccccc4C=NN2[C@@H]3C(C)=O)cc1
4.9%	CCN(CC)S(=O)(=O)c1cc(NC(=O)CNc2c(C)n(C)n(-c3ccccc3)c2=O)ccc1C
-3.2%	Cc1ccc(/C=N/NC(=O)c2cccnc2)o1
-2.8%[57.5 µM]	COCCN1CCn2c(nc3cc([N+](=O)[O-])ccc32)C1
-0.1%	CSc1ccccc1NC(=O)CN1CC(C)OC(C)C1 (centres undefined)
2.7%	CCOC(=O)c1cnc2[nH]c3ccccc3n2c1=O
-7.1%[57.5 µM]	O=C(O)/C=C/C(=O)OC1CC2CCC1C2 (centres undefined)
-2.7%	CC1CN(C(=O)c2ccccc2)c2ccccc2NC1=O (centres undefined)
2.1%	Cc1ccc(NC(=O)CSc2cccc[n+]2[O-])c([N+](=O)[O-])c1
-5.4%	CCCCCCCNC1=CC(=O)CC(c2ccco2)C1 (centres undefined)
-3.8%	COc1ccccc1NC1=C(Cl)C(=O)OC1OC(=O)c1ccco1 (centres undefined)
-10.9%	CNC(=O)CN(c1ccc(C23CC4CC(CC(C4)C2)C3)cc1)S(C)(=O)=O
-8.5%[57.5 µM]	CCn1ccnc1CN(C)C(=O)CC1C(=O)NCCN1Cc1c(F)cccc1Cl (centres undefined)
-0.3%	CCN(CCn1cccn1)C(=O)CCc1nnc(CCc2ccccc2OC)o1
-7.7%	Cc1ccc(-c2cc(C(=O)Nc3nccs3)c3ccccc3n2)o1
22.4µM*	CCc1ccc(NC(=O)C2(C)Cc3ccccc3C(=O)O2)cc1 (centres undefined)
-3.6%[57.5 µM]	CCCC(=O)N/C(N)=N/c1nc(C)c2ccccc2n1
-4.8%	O=C1CCN(Cc2nc(-c3ccc(Cl)cc3)no2)CCN1

ERK EGF inh: what is marked active above
ERK EGF inh	SMILES
22.4µM*	CCc1ccc(NC(=O)C2(C)Cc3ccccc3C(=O)O2)cc1 (centres undefined)

Some of these compounds in order of the ERK EGF inh value, smallest number first.
compound	ERK EGF inh
Cc1ccc2[nH]c(=O)c(CN(CCCN3CCOCC3)C(=O)Nc3ccc(Cl)cc3)cc2c1	-6.8%
CCOC(=O)Cc1nn(Cc2ccccc2)c(=O)c2ccccc12	-3.6%
CSc1ccccc1NC(=O)CN1CC(C)OC(C)C1 (centres undefined)	-0.1%
CCOC(=O)N1CCN(C(=O)CSc2ccc(-c3cccnc3)nn2)CC1	0.7%
CC(C)[C@H](NC(=O)c1ccccc1)C(=O)N1CCc2ccccc21	6.9%

Following part.
ERK EGF inh	SMILES
-9.4%[57.5 µM]	Nc1c(NCc2ccccc2)c(=O)c1=O
1.2%	Cc1cc(C(=O)COC(=O)c2ccc[nH]c2=O)c(C)n1C1CC1
1.7%	FC(F)Oc1ccc(/C=N/N2CCCCC2)c(OC(F)F)c1
2.4%	Cn1cccc1Cc1nnc(SCC(=O)NC2CCCCC2)n1CCc1ccccc1
35.5%[57.5 µM]	CCCc1ccc(S(=O)(=O)Nc2ccc(C)c(NS(C)(=O)=O)c2)cc1
-7.3%	CCOC(=O)CSC1=N/C(=C\c2cc(OC)c(OC)c(OC)c2)C(=O)N1C
?	CC(C)(C)CNc1cc(N2CCOCC2)ccc1[N+](=O)[O-]
15.1%	CC(=O)c1ccc(NC(=O)C(C)N(C)CC(=O)Nc2ccc(N3CCOCC3)cc2)cc1 (centres undefined)
3.5%	CCOC(=O)Cc1csc(NC(=O)CSc2cc(Cl)ccc2Cl)n1
2.3%	CC1(C)Cc2c(c(-c3ccco3)nc3sc4c(NCCO)ncnc4c23)CO1
1.1%	Cc1cc(C(=O)COC(=O)CC2Sc3ccccc3NC2=O)c(C)n1-c1ccccc1 (centres undefined)
7.1%	COc1ccc(/C=N/NC(=O)c2cc(-c3ccc4c(c3)OCO4)n[nH]2)cc1OC
-2.3%	CC1CCN(C(=O)c2ccc(-n3cnnn3)cc2)CC1
-3.9%	N#Cc1c(C(F)(F)F)cc(-c2ccc(F)cc2)nc1SCC(=O)O
4.8%	CN(C)/C=C1/NC(=S)NC1=O
5.3%	CCC(C)(C)n1nnnc1C(c1ccc(F)cc1)N1CCC(C(N)=O)CC1 (centres undefined)
0.3%	CCn1cc([N+](=O)[O-])c(C(=O)N2N=C3/C(=C/c4cccs4)CCCC3C2c2cccs2)n1 (centres undefined)
-6.6%	O=C(O)c1cccc(N2C(=O)/C(=C/c3ccc([N+](=O)[O-])cc3)C=C2c2ccccc2)c1
-13.8%[57.5 µM]	C#CC1(NC(=O)N(C)C)CCCCC1
-7.8%	Fc1ccccc1COc1ccccc1/C=N/Nc1nc(N2CCCC2)nc(N2CCCC2)n1

Structures listed so far that contain a CF3 group:
ERK EGF inh	SMILES
1.0%	CCCC/C=C/C(NC(=O)Oc1cccc(C(F)(F)F)c1)c1ccccc1 (centres undefined)
5.2%[57.5 µM]	CCOC(=O)CNc1ccc(OC(F)(F)F)cc1
-3.9%	N#Cc1c(C(F)(F)F)cc(-c2ccc(F)cc2)nc1SCC(=O)O

(list continues)
ERK EGF inh	SMILES
-30.1%	CC(C)(C)NC(=O)NC(=O)COC(=O)CNS(=O)(=O)c1ccc(Br)cc1Cl
38.6%	O=C(NC1CCSC1=O)c1cccc(Cl)c1 (centres undefined)
5.8%	Cc1ccc(C(=O)NC(O)C(Cl)Cl)cc1 (centres undefined)
-11.2%	CN(C)S(=O)(=O)Nc1ccccc1F
0.6%	CCc1ccc(-n2c(C)n[nH]c2=S)cc1
-6.5%[57.5 µM]	CCOc1ccc2sc(NS(=O)(=O)c3ccc(N)cc3)nc2c1
?	CCCC(=O)OCCNc1cc(SCc2ccco2)c2nonc2c1[N+](=O)[O-]
2.2%	CC12CN3CCN(CC(C3)/C1=N\N=C1/C3CN4CCN(C3)CC1(C)C4)C2
1.4%	CCOC(=O)Cc1csc(NC(=O)CSc2nnnn2-c2ccc(C)c(C)c2)n1
5.7%	CCCCCCC1C(C#N)=C(N)OC2=C1C(=O)CC(C)(C)C2 (centres undefined)
-6.8%[57.5 µM]	Cc1ccc(/C=N/NC(=O)c2ccc3c(c2)OCCO3)s1
9.9%[57.5 µM]	Cc1c(S(=O)(=O)N2CCN(c3ccccc3)CC2)c(=O)n(C)c(=O)n1C
?	Cc1ccc(Nc2ccc(C(F)(F)F)cc2[N+](=O)[O-])cc1
-1.9%	Cc1ccc(-n2sc3ccccc3c2=O)cc1
-3.1%	N#CCC(=O)Nc1cc(C(F)(F)F)ccc1N1CCOCC1
-2.7%	CC(=O)N1CC(c2ccccc2)C(c2ccc(Cl)cc2)=N1 (centres undefined)
5.3%	COc1cc(/C=N/NC(=O)c2nc3ccccn3c2C)cc(OC)c1O
19.9%	COC(=O)c1ccc(COc2ccc(/C=N/O)cc2OC)o1
-12.7%	Cn1c(=O)n(C)c2cc(NS(=O)(=O)c3ccc(F)cc3)ccc21
-4.8%	O=C(Nc1ccc2c(c1)OCCO2)C1CCN(C(=O)c2ccc(Cl)cc2)CC1

Following part:
ERK EGF inh	SMILES
-3.1%	O=C(c1ccc(F)cc1)C1CCN(S(=O)(=O)c2ccccc2)CC1
-5.8%	Cc1cc(C(=O)COC(=O)c2ccc3c(c2)NC(=O)CS3)c(C)n1CCc1ccc(Cl)cc1
-0.4%	Cc1nc2ccc(NS(=O)(=O)c3ccc(F)cc3)cc2s1
1.4%[57.5 µM]	CC(C)(C)OC(=O)N1CCC[C@H]1c1nnc(SCC(=O)Nc2ccc(Br)cc2)o1
0.4%	COc1ccc(NC(=O)CSc2nnc(-c3ccoc3C)n2CC2CCCO2)cc1 (centres undefined)
?	Cn1c(C(=O)N2CCN(c3ccc([N+](=O)[O-])cc3)CC2)cc2c(=O)[nH]c3ccccc3c21
15.8%	NC(N)=N/N=C/c1c(Cl)cccc1Cl
22.8%	CC(C)CCCC(C)C1CCC2C3CC=C4CC(O)CC[C@@]4(C)C3CC[C@@]12C (some centres undefined)
